Screening results as filed in PubChem.
HEK293 tox – HEK 293 cell cytotoxicity | HEK 293 viability, ATP luminescence (CellTiter-Glo), 48-72 h | Potency, µM (highest dose often 115 µM), inactives show at the highest dose activity change, negative = cytotoxicity, hits mostly inhibitors | 6.6% of 94,000 active; note: potency is the fitted concentration of half-maximal effect; nearly all actives have a fitted effect of over 60% in size
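Cells seeded first (HEK 293, 250 cells/well), then compound added by pintool. Incubation ran 48 or 72 hr at 37 degree Celsius. CellTiter-Glo was added and luminescence imaged after 10 min at room temperature.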
Luciferase inh – Photinus pyralis luciferase inhibition; P08659; purified P. pyralis luciferase, luminescence, biochemical; Potency, µM (doses to about 115 µM), for inactives: at the highest dose activity change, negative = inhibition, actives largely listed as inhibitors; 2.5% of 76,000 active; note: potency is the fitted concentration of half-maximal effect; nearly all actives have a fitted effect of over 65% in size
Target sequence (P08659 whole entry, looked up): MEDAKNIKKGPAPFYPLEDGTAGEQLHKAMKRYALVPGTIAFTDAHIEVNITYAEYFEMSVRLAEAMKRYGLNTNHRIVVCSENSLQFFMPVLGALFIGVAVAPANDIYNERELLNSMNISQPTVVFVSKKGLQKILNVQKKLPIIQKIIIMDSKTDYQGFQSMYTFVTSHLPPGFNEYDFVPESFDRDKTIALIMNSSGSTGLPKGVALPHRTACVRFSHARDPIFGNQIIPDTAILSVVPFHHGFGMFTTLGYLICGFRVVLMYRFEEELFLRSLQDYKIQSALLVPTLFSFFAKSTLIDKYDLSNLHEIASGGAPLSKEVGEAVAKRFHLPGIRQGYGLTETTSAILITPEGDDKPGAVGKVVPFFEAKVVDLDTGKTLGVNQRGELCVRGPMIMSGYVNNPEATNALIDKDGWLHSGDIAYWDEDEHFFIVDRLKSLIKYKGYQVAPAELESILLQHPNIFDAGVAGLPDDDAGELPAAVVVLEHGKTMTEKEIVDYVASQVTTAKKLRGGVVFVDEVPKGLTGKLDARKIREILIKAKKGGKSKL
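Cell-free enzyme assay, 10nM P. pyralis luciferase, luciferin and ATP each at 10uM. Inhibition profiled over a 6-point titration, read as luminescence.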
GPT2 inhibitor – inhibitors of human GPT2 alanine aminotransferase; Q8TD30; Recombinant GPT2, coupled pyruvate oxidase/HRP Amplex Red fluorescence; Potency, µM (top dose mostly 57.7 µM), for inactives: top-dose activity change, negative = inhibition, hits mostly inhibitors; 0.25% of 100,000 active; note: potency is the fitted concentration of half-maximal effect; nearly all actives have a fitted effect of over 60% in size; many of its hits are not listed in these tables
Target sequence (Q8TD30 whole entry, looked up): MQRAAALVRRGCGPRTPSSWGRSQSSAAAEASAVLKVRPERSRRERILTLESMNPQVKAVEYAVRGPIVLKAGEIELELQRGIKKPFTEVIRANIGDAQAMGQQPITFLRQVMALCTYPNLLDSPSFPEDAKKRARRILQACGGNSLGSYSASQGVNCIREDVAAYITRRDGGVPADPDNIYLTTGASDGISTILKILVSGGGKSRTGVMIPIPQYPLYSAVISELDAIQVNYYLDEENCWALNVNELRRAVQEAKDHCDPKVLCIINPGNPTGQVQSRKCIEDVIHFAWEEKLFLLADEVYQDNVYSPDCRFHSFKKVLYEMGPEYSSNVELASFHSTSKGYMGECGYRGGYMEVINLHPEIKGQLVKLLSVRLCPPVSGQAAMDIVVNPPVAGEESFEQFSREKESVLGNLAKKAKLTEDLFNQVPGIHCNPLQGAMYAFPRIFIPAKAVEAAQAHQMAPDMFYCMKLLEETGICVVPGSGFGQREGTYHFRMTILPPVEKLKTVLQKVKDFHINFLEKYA
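Inhibition is scored from Amplex Red fluorescence generated when pyruvate oxidase and HRP act on pyruvate released by GPT2. Reactions contain 10ng/uL enzyme, 250uM a-KG and 2mM L-alanine and run 30 min at room temperature.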
IP6K1 inh – blocks human inositol hexakisphosphate kinase 1. Q92551. IP6K1 kinase, ADP-Glo luminescence, 2 h; hits give low values. activity change, % (series mostly up to about 58 µM). 0.81% of 140,000 active. AID 1645851; in the data active = activity change below about -25%
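ADP-Glo luminescence measures ADP made by human IP6K1 during a 2 h RT reaction with ATP/IP6 (mix at 1.3 mM/130 uM); top library doses 57.5 and 19.1 uM final.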
NIH3T3 tox – NIH 3T3 cell cytotoxicity | NIH 3T3 viability, CellTiter-Glo ATP luminescence, 48-72 h | Potency, µM (doses to about 96.7 µM), for the others: top-dose activity change, negative = cytotoxicity, hits mostly inhibitors | 4.3% of 94,000 active | AID 1345082; note: potency is the fitted concentration of half-maximal effect; nearly all actives have a fitted effect of over 55% in size
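Viability of NIH 3T3 cells after 48 or 72 hr compound treatment at 37 °C was assessed by CellTiter-Glo, with luminescence imaged following a 10 min room-temperature step.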
HEK293 viab – reduces viability of HEK-293 SNCA reporter cells; Potency, µM (titrated, usually from 57.1 µM), inactives show at the highest dose activity change, negative = cytotoxicity, most hits filed as cytotoxic; AID 1671193; 0.12% of 150,000 active; HEK-293-SNCA-luc viability, GF-AFC fluorescence, 24 h;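 note: potency is the fitted concentration of half-maximal effect; 0% = DMSO-treated cells and -100% = medium-only wells without cells; nearly all actives have a fitted effect of over 30% in size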
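Cytotoxicity counterscreen: after 24 h compound treatment of genome-edited SNCA-luciferase HEK-293 cells, live-cell protease substrate GF-AFC read by fluorescence after 30 min; activity scaled between DMSO (0%) and medium-only (-100%), curves Hill-fitted.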
SNCA expr inh – SNCA gene expression inhibition | 0.17% of 140,000 active | Potency, µM (series often up to 57.2 µM), for inactives: at the top dose activity change, negative = inhibition, usual class: inhibitors | AID 1671194 | HEK-293 SNCA-luciferase knock-in, luminescence, 24 h;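 note: potency is the fitted concentration of half-maximal effect; plate controls were DMSO cells for no effect and cell-free wells for full effect; nearly all actives have a fitted effect of over 45% in size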
Active calls of the source: *; i = inactive; ? = inconclusive; . = no result given; [ ] = another dose, or the depositor's remark. Unless noted, calls come from the whole dose curve; as a rule, active = well fitted curve in the direction sought with a large enough effect; inconclusive = small, poorly fitted or top-dose-only effect, or another doubt; inactive = no such curve, though single readings can be large; an effect the other way counts as inactive or inconclusive. Unless noted, % is set by controls: 0 for no effect and ±100 for the full control effect.

Compound	NIH3T3 tox	IP6K1 inh	GPT2 inhibitor	Luciferase inh	HEK293 viab	SNCA expr inh	HEK293 tox
C[S+](=O)([O-])N1Cc2ccccc2CC2(CCCCN2Cc2ccccc2)C1 (configuration not stated)	-28.0%	-6.2	i	.	-2.3%	-13.1%	?
Cc1nc(C)c(C(=O)N2CCC3(CC2)CC(N(C)Cc2ccccc2)CCO3)s1 (configuration not stated)	-29.1%	-0.6	i	-7.9%	13.8%	0.0%	-27.1%
Cc1ccc2c(n1)OC(COc1ccccc1)CN(Cc1ccccc1)C2=O (configuration not stated)	?	-11.8	.	.	.	.	?
CCCCN(C)CC(O)Cn1cc(/C=C/C(=O)c2ccc(Br)cc2)c2ccccc21 (configuration not stated)	.	4.8	.	.	14.9%	55.4%[activator]	.
O=C(Cc1cccc(Cl)c1)NC1CCN(C(=O)c2ccc(-c3cncnc3)cc2)CC1	-26.2%	28.7	-17.7%	.	-2.2%[12.5 µM]	20.2%	-27.6%
CCC1CN(C(=O)N2CCC(C(=O)Nc3cc(C)ccc3C)CC2)c2ccccc2O1 (configuration not stated)	.	-17.6	.	.	9.2%	-15.1%	.
CC(C)CNC(=O)C1COC2(CCN(C(=O)c3ccc(F)cc3)CC2)N1C(=O)c1ccccc1 (configuration not stated)	-10.8%	-1.4	i	4.6%	-9.5%	17.9%	-10.0%
O=C(CC1=CCCCC1)N1CCc2nn(CC3CC3)c(=O)n2CC1	4.8%	-6.2	-9.1%	1.7%	-1.4%	-18.2%	i
COCCCNC(=O)C1CCN(C(=O)c2ccc(-c3cncnc3)cc2)CC1	-12.7%	2.9	.	.	.	.	-8.4%
COc1cccc(F)c1-c1ncc2c(n1)OCCN(CC1CC1)C2=O	?	2.1	-4.3%[88.5 µM]	-9.7%[172 µM]	-15.9%[87.6 µM]	9.2%[87.6 µM]	3.6%[172 µM]
CN(C)C[C@@H]1CN(c2ncccn2)C[C@H]1NS(=O)(=O)c1ccc(Cl)cc1	-16.9%	18.2	i	-3.1%	-13.3%	13.2%	?
CCn1cc(C(CC(=O)N2CCC(C)CC2)c2cccc(Cl)c2)c2ccccc21 (configuration not stated)	?	-3.0	i	-4.7%	?	-5.0%	39.8µM*
Cc1cnn(CCC(=O)N[C@@H]2CN(Cc3ccccc3)C[C@H]2CO)c1	i	3.1	?	0.8%	1.9%	-24.6%	i
CN(C)c1ccc(-c2nnnn2[C@H]2CO[C@H]3[C@@H]2OC[C@@H]3NC(=O)CCC(=O)O)cc1	i	21.9	-8.5%[88.5 µM]	0.8%[172 µM]	-4.4%[87.6 µM]	14.3%[87.6 µM]	i
CC(=O)NC1CCN(c2ccnc3ccnn23)CC1	-3.1%	-7.8	i	.	13.3%	-10.4%	-4.5%
COc1ccc(-c2cn3nc(N4CCCC(C(=O)Nc5cccc(OC)c5)C4)sc3n2)cc1 (configuration not stated)	.	6.6	.	.	-0.3%	48.9%[activator]	.
CCN(c1cccc(C)c1)S(=O)(=O)c1nnc(NC(=O)C2CCCCC2)s1	.	-11.9	.	.	7.5%	-3.1%	.
Cc1cccc2c1-c1sc(C(=O)N3CCN(c4ccc(F)cc4)CC3)cc1CO2	.	-3.7	.	.	-11.3%	55.5%[activator]	.
COc1ccc(C[C@@H]2NC(=O)[C@H]3CN(C(=O)c4ccc(N(C)C)cc4)CCN3C2=O)cc1	-2.9%	15.6	-7.0%	-0.7%	-11.3%	-25.3%	i
Cc1nnc2ccc(N3CCCN(C(=O)NC4CCCC4)CC3)nn12	-4.5%	-13.6	.	.	.	.	i
CCc1cccc(C)c1NC(=O)C(CC)n1nc(C)c2c(C)n(-c3ccccc3)nc2c1=O (configuration not stated)	.	18.9	.	.	-8.8%	-11.5%	.
CC(O)C1NC(=O)C2CCCN2C1=O (configuration not stated)	.	6.0	?	.	0.2%[87.6 µM]	.	.
COc1ccc(C(CC(=O)Nc2ccc(C(C)=O)cc2)N2Cc3ccccc3C2=O)cc1 (configuration not stated)	.	0.0	.	.	-4.3%	233.3%[activator]	.
COc1ccc(CCNC(=O)Cn2cccc2-c2nc(-c3ccc4c(c3)OCO4)no2)cc1OC	?	3.0	-10.3%	-10.3%	-37.4%	24.6%	?
COc1ccc(Cl)cc1C(=O)N1CC2CC(C1)[C@H]1CCCC(=O)N1C2 (some centres not stated)	4.9%	22.8	2.4%	3.5%	8.7%	7.3%	4.6%
COc1ccc2c(c1)c(CN1CCc3nc(N4CCN(C)CC4)[nH]c(=O)c3CC1)cn2C	?	2.6	2.9%	16.6%	-5.3%	2.5%	?
CCc1nc(-c2c3n(c(=O)n(CC(=O)NCc4ccc(F)cc4)c2=O)CCCCC3)no1	i	14.6	-0.4%	7.5%	-7.7%	-17.4%	19.3%
CCc1ccc(CN2CCc3nc(Nc4ccc5c(c4)OCCO5)ncc3C2)cc1	.	15.4	.	.	-1.6%	36.5%[activator]	.
CCc1nc(NCCOC)ncc1C(=O)O	2.3%	6.8	1.3%	-11.9%	-4.5%	-23.7%	-4.7%
COc1cc(C(C(=O)O)N(C)Cc2c(C)nn(C)c2C)ccc1N (configuration not stated)	-21.2%	12.5	-18.8%	-0.6%	-1.7%	-19.4%	-1.0%
COc1ccc(CN2C[C@@H](F)[C@@H](OCc3nc4ccccc4[nH]3)C2)cc1	-25.1%[174 µM]	-4.7	i	-4.4%[172 µM]	-4.8%[87.6 µM]	1.3%[87.6 µM]	?
Cc1ccc(C)c(NC(=O)C(=O)NCCCN2CCOCC2)c1	.	1.8	.	.	11.1%	-5.4%	.
COc1ccc(C(=O)Nc2ccc3c(c2)CN(Cc2ccc(OC)cc2OC)C(=O)CO3)cc1	?	-10.9	0.4%	?	-8.4%	-5.0%	?
COc1ccc(CNC(=O)C2CCCN(c3nccc(Nc4ccc(OC)cc4)n3)C2)cc1 (configuration not stated)	?	-0.7	i	.	?	?	28.2µM*
Cc1ccccc1C1(O)CCN(C(=O)c2ccc(C#CC(C)(C)O)o2)C1 (configuration not stated)	35.5µM*	11.4	i	2.7%	-6.9%	18.5%	?
CCCOc1ccc(-c2nn(-c3ccccc3)cc2C2NC(=O)NC(C)=C2C(=O)OC)cc1C (configuration not stated)	.	8.5	.	.	6.1%	16.4%	.
Cc1ccc(S(=O)(=O)N2CC(c3nc(-c4ccncc4)no3)C2)cc1Cl	-23.5%	5.7	-10.0%	-1.8%	8.9%	-18.3%	?
Cc1cccc(CC(=O)Nc2cccc(-c3cn4cccnc4n3)c2)c1	.	20.9	.	.	-3.2%	103.6%[activator]	.
COC(=O)CNC(=O)c1cc(-c2cccc(C(F)(F)F)c2)nc2c1cnn2C	?	0.9	.	.	.	.	-22.2%
CCOCCCNC(=O)N1CCC2(CC1)CC(N1CCOCC1)CCO2 (configuration not stated)	-2.6%	-13.3	-0.9%	2.0%	-3.6%	-17.4%	8.2%
CN(C)C[C@@H]1CN(c2ccncn2)C[C@H]1NC(=O)c1ccc(Cl)s1	0.5%	-8.4	-1.4%	-0.5%	8.6%	-14.2%	i
C=CCC(CC=C)(CNC(=O)C(=O)Nc1ccc(C(=O)OCC)cc1)c1ccccc1	.	-9.3	.	.	18.4%	36.1%[activator]	.
O=C(Cc1ccccc1)Nc1ccc2n(c1=O)C[C@H]1C[C@@H]2CN(S(=O)(=O)c2ccc(Cl)cc2)C1	-12.0%	-0.6	i	7.5%	4.8%	-19.7%	-5.4%
COCCCNC(=O)C1CCCCN1Cc1ccc(-c2ccsc2)cc1 (configuration not stated)	?	6.2	4.2%	.	3.4%	-1.1%	?
CN(C)c1cc(N2CCCC(NC(=O)c3ccnn3C)C2)ncn1 (configuration not stated)	2.8%	6.8	i	2.4%	-3.0%	2.2%	-0.3%
COCCOCC(=O)N1CC(Oc2cccc(-c3nc(C)no3)c2)C1	0.7%	-2.8	i	-1.8%	7.9%	-4.4%	7.4%
CC(C)C[C@@H]1N[C@H](C(=O)N2CCN(C)CC2)Cc2c[nH]c3cccc1c23	-27.7%[174 µM]	4.1	0.7%[88.5 µM]	-10.2%[172 µM]	8.2%[87.6 µM]	6.0%[87.6 µM]	-34.3%[172 µM]
Brc1ccccc1-n1ncc2c1ncn1nc(Cc3ccccc3)nc21	.	1.7	.	.	-4.2%	181.6%[activator]	.
COc1cccc2c1ccn2CCNC(=O)C1CC(=O)N(c2n[nH]c3ccccc23)C1 (configuration not stated)	-8.6%	6.0	i	-5.2%	-4.6%	-21.8%	-15.3%
CCn1nc(C)c(C(=O)N2CCC(=O)N(CC3CC3)C(C(C)C)C2)c1C (configuration not stated)	-18.4%	10.3	-5.1%	0.9%	5.9%	-12.8%	-11.5%

Next part
Compound	NIH3T3 tox	IP6K1 inh	GPT2 inhibitor	Luciferase inh	HEK293 viab	SNCA expr inh	HEK293 tox
COc1cccc(NC(=O)N[C@H]2CCN(C(=O)C=C(C)C)[C@@H]2C(=O)N[C@H](Cc2ccccc2)C(N)=O)c1	0.0%	-3.8	-1.4%	-3.0%	-1.8%	25.7%	i
O=C(NC1CCN(Cc2cccc(-c3ccc(F)c(F)c3)c2)CC1)c1ccccc1	?	-3.0	3.0%	.	-11.6%	-27.7%	?
CC(C)(O)C(=O)N1CCN(c2ccc(C(F)(F)F)c(C3=C(c4c[nH]c5ccccc45)C(=O)NC3=O)c2)CC1	.	2.4	i	.	-25.6%	.	.
COc1ccc(/C=C/CN2CC(=O)N(c3ccccc3C#N)CC2C)cc1 (configuration not stated)	?	-1.2	i	-24.7%	-15.6%	-6.5%	?
Cc1ccc(S(=O)(=O)c2nc(-c3cccc(C)c3)oc2N2CCCCC2)cc1	.	-24.8	.	.	-11.8%	14.1%	.
COC(=O)c1ccc2nc(CO[C@H]3CN(C(C)=O)C[C@H]3F)[nH]c2c1	-7.9%[138 µM]	4.8	2.2%[88.5 µM]	-16.3%[172 µM]	4.1%[87.6 µM]	?	-8.6%[172 µM]
CC1=C[C@@H](CNC(=O)c2ccccc2)[C@H](C(C)C)C[C@H]1CC(=O)N1CCN(C)CC1	?	-12.7	i	-2.4%[172 µM]	-9.2%[87.6 µM]	-1.2%[87.6 µM]	-29.7%[172 µM]
CCc1ccc(S(=O)(=O)Nc2ccc3c(c2)sc(=O)n3C)cc1	.	35.3	.	.	0.0%	-19.4%	.
COc1ccc(CC2CN(C(=O)c3ccsc3)CCO2)cc1 (configuration not stated)	-16.8%	10.1	i	?	5.2%	58.6%[activator]	-8.2%
Cc1ccc(-c2cc(C(=O)NCC(F)F)nn3cnnc23)cc1	-2.6%[138 µM]	-7.5	i	.	-5.6%[87.6 µM]	0.3%[87.6 µM]	0.1%[172 µM]
